# Candida biofilm – clotrimazole potentiators killing Candida biofilms, primary screen, with clotrimazole, Alamar Blue; C. albicans biofilm + clotrimazole; inhibition, % at 6 µM; 0.14% of 85,000 active;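 active = inhibition above 20%; inactive = inhibition below 20%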;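 note: preformed 24 hr biofilms exposed to compound for 48 hr; 0% = biofilm without compound and 100% = blank killed by clotrimazole plus chlorhexidine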
# Smad3 inh – Smad3/FoxH1 peptide binding inhibitors, primary screen, biochemical, TR-FRET. 0.29% of 88,000 active. AID 630, 2007. inhibition, % at 25 µM. Mothers against decapentaplegic homolog 3 (Homo sapiens), P84022. TR-FRET Smad3/Dy647-FoxH1 peptide binding, europium anti-His;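 active = compounds that reduce the energy-transfer binding signal between the protein and its labelled peptide by more than half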;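 note: 0% = Smad3 plus labelled peptide maximal FRET and 100% = peptide-only background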
# Target sequence (P84022 whole entry, looked up): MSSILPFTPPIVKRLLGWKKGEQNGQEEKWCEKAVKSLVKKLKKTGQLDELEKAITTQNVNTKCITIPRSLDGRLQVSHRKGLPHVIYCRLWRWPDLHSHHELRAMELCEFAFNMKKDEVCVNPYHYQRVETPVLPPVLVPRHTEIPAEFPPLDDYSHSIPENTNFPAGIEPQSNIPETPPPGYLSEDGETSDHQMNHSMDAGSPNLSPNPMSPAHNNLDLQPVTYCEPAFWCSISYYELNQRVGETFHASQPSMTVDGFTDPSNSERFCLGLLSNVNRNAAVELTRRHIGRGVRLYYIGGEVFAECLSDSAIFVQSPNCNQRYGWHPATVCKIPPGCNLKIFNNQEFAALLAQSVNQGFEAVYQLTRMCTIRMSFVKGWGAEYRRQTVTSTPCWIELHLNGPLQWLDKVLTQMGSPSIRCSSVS
# F-actin modifier – modifiers of F-actin cytoskeleton organization, primary screen, imaging, HUVEC, phalloidin staining, high-content imaging | HUVEC TNFa F-actin phalloidin imaging | inhibition, % at 2 µM | 0.18% of 91,000 active;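 active = inhibition above the batch mean plus 3 SD and confirmed as a hit by visual image inspection, cut at about 30% in these data, passing the limit was not always enough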; note: strong numbers were not always called active
# ERb coact inh – inhibitors of ERβ-SRC1 coactivator interaction, primary screen, biochemical, TR-FRET, ERβ LBD, SRC-1 peptide. 1.3% of 86,000 active. TR-FRET ER-beta LBD / SRC1-Cy5 peptide binding; receptor agonist-loaded with 1 µM estradiol. inhibition, % at 25.6 µM. Estrogen receptor beta (Homo sapiens), Q92731;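 active = compounds whose percent inhibition of the receptor-coactivator binding signal exceeds about 50% in the single-dose screen, limit read from the data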;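 note: 0% = receptor plus peptide wells without compound and 100% = peptide-only wells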
# sEH inh – soluble epoxide hydrolase inhibitors, primary screen, biochemical, human sEH. Bifunctional epoxide hydrolase 2 (Homo sapiens), P34913. recombinant human sEH enzymatic activity assay. inhibition, % at 2 µM. 0.34% of 91,000 active. AID 707, 2007; in the data active = inhibition above about 80%; note: values of inactives mirror those of a sister screen read the other way; many of its hits are not listed in these tables
# Target sequence (P34913 whole entry, looked up): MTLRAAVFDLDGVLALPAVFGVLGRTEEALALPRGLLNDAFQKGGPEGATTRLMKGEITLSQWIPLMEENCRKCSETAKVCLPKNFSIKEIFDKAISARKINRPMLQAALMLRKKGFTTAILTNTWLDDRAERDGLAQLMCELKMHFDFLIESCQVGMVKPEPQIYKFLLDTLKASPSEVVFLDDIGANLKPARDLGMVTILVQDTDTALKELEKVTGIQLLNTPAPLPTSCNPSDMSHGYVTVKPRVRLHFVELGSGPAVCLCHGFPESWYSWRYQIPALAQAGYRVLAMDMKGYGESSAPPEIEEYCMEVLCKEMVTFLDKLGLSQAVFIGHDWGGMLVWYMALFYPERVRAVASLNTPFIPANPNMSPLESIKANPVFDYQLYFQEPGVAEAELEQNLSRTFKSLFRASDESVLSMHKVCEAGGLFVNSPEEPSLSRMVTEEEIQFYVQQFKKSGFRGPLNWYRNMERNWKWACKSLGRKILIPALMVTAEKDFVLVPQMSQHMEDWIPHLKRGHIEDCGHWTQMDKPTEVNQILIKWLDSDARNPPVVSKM
# HUVEC tox IL1B – cytotoxicity in IL-1B stimulated HUVEC, primary screen, cytotoxicity control for IL-1B NFkB translocation project, imaging, Hoechst nuclear count, IL-1B stimulus | HUVEC cell count loss | cell count reduction, % at 2 µM | 0.41% of 94,000 active | AID 845, 2007;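 active = cell count reduction more than 3 SD above the screen-wide mean, cut at about 70% in these data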;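 note: normalized per plate to untreated control cells as the no-loss baseline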
# sEH act – soluble epoxide hydrolase activators, primary screen, biochemical, human sEH | Bifunctional epoxide hydrolase 2 (Homo sapiens), P34913 | purified human sEH enzymatic activity, activator screen | activation, % at 2 µM | 0.04% of 91,000 active; in the data active = activation above about 37%; note: values of inactives mirror those of a sister screen read the other way
# TNFa cytotox – cytotoxicity in TNFa-stimulated HUVEC, primary screen, cytotoxicity control for VCAM1 expression modulator project, imaging, Hoechst nuclei count | cell count reduction, % at 2 µM | 0.17% of 93,000 active | HUVEC TNFalpha-stimulated, Hoechst cell count;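 active = cell count reduction exceeding the screen mean by over 5 SD, scaled to untreated wells per plate, cut at about 78% in these data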;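 note: cells counted after 24 h of TNF alpha exposure following the 1 h pretreatment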
# VCAM1 TNFa inh – inhibitors of TNFa-induced VCAM1 expression, primary screen, imaging, HUVEC, TNFa stimulus, immunofluorescence | inhibition, % at 2 µM | HUVEC TNFa-induced VCAM-1 immunofluorescence, high-content imaging | 0.48% of 95,000 active;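 active = inhibition above the batch mean plus 3 SD, with images confirmed as a hit by eye, cut at about 37% in these data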;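 note: 0% = TNF-stimulated DMSO wells and 100% = unstimulated control wells; not every result past the cut was called active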
# Numbers without * were called inactive; . = no result given; [ ] = another dose, or the depositor's remark.
SMILES,Candida biofilm,Smad3 inh,F-actin modifier,ERb coact inh,sEH inh,HUVEC tox IL1B,sEH act,TNFa cytotox,VCAM1 TNFa inh
CSCCC(NC(=O)OC(C)(C)C)C(=O)Oc1ccc2c(=O)c(-c3ccc4c(c3)OCCO4)coc2c1 (stereo unspecified),.,.,13,.,0,-80,-2,-28,6
CCC1CCCCN1C(=O)Cn1c(=O)n(CCC(=O)NCc2ccco2)c(=O)c2sccc21 (stereo unspecified),4,-3,-8,6,-5,3,4,-3,-11
Cc1cccc(Cn2cnc3ccccc32)c1,0,-17[fluorescence artefact?],4,10[fluorescence artefact?],-9,18,12,-22,3
Cc1cc(C(=O)Nc2c(C)n(C)n(-c3ccccc3)c2=O)c(C)o1,9,-1,10,0,4,-21,-3,-41,8
O=C1/C(=C/c2cccnc2)Oc2cc(OS(=O)(=O)c3ccccc3)ccc21,1,17,6,-5,-1,-8,2,-6,11
CCN1CCN(c2nc3ccccc3nc2C(C#N)C(=O)OC2CCCCC2)CC1 (stereo unspecified),1,1,-42,3[fluorescence artefact?],-6,20,5,9,-11
O=C(NC1CCCCC1)N1CCCCCC1,1,0,-1,-7,24,-20,-23,-20,-23
CCOCC(=O)NCc1ccc2c(c1)OCO2,9,-1,-9,-12[fluorescence artefact?],-2,-22,0,.,3
CC(C)N1CC(C(=O)Nc2ccccc2)CC1=O (stereo unspecified),2,5,4,-6,5,-17,-4,-23,-3
O=C(O)CCN1C(=O)NC2(CCCC2)C1=O,3,-2,10,-15,0,-7,-1,-17,2
COc1ccc(C(=O)Nc2cccc3c2C(=O)NC3=O)cc1S(=O)(=O)N1CCOCC1,4,7[fluorescence artefact?],-16,42[fluorescence artefact?],.,-15,.,8,10
O=C(Cn1nc(Cc2ccncc2)c2ccccc2c1=O)N1CCN(C(=O)c2ccco2)CC1,10,-8,-10,10,4,-38,-5,-2,10
CCCC(c1nnnn1CC1CCCO1)N1CCN(c2cc(Cl)ccc2C)CC1 (stereo unspecified),9,0,-2,0,.,4,.,-15,36
COc1ccc(-c2c(C#N)c(N)nc3c2CCCC3)cc1OC,5,0,-13,-2,-18,-10,17,-10,33
Cc1nc2sccn2c(=O)c1Cl,.,.,-1,.,4,-28,-1,-3,-4
CNc1oc(-c2cccc3ccccc23)nc1C#N,8,4,13,1[fluorescence artefact?],7,6,-7,-39,0
Cc1ccc(CNc2ccc3c(c2)OCO3)c(C)c1,-3,-16,4,22[fluorescence artefact?],8,14,-5,-22,-14
COC(=O)c1ccc(CC(=O)c2c(C)cc(O)cc2O)o1,1,-1,-15,52*,1,18,-1,-10,2
C/C(=N/Nc1nc(C)cc(-c2ccccc2)n1)c1ccco1,.,.,10,.,-3,10,2,-20,4
CC(=O)N1CCc2cc(S(=O)(=O)NCCC(=O)Nc3cc(C)cc(C)c3)ccc21,3,-1,-6,-8,16,9,-16,6,-8
O=C1OCc2cc(NC(=O)C3CCCCC3)ccc21,4,-2,2,5,-2,-43,4,-58,-5
O=C(N/N=C/c1ccc(N2CCOCC2)o1)c1cccc(F)c1,5,-4,-7,-4,13,8,-16,4,-1
Cc1nc2ncnn2c(N2CCN(c3cccc(C(F)(F)F)c3)CC2)c1C,6,4,1,-13[fluorescence artefact?],.,-26,.,-16,-30
Cc1cccc(N2CCN(C(c3ccc(N(C)C)cc3)c3nnnn3C(C)(C)C)CC2)c1C (stereo unspecified),5,11,4,-44[fluorescence artefact?],12,4,-9,-2,6
COc1cccc(/C=C2\N=C(c3c(-c4ccccc4)noc3C)OC2=O)c1,.,.,-38,.,-12,-4,15,-3,8
# (continued)
SMILES,Candida biofilm,Smad3 inh,F-actin modifier,ERb coact inh,sEH inh,HUVEC tox IL1B,sEH act,TNFa cytotox,VCAM1 TNFa inh
CCOC(=O)N1CCN(C(=O)c2ccc3c(=O)n(CCOC)c(=O)[nH]c3c2)CC1,.,.,18,.,.,20,.,11,1
Cc1ccc(-c2cc(C(=O)Nc3cc(C)on3)c3ccccc3n2)c(C)c1,11,-13,-7,7,8,-27,-8,-20,18
CC(C)CCNc1nc2c(c(=O)n(Cc3cccc(F)c3)c(=O)n2C)n1C,2,2,14,-12,1,-42,1,-30,-30
Cc1cc(SCC(=O)Nc2ccccc2)nc(C)n1,13,25[fluorescence artefact?],12,-2,5,-84,-8,-12,-1
COc1ccc(OCCSc2nc3ccccc3c(=O)[nH]2)cc1,.,.,18,.,-2,-16,3,-13,4
COc1ccc(-c2noc(CSc3nnc(-c4ccncc4)n3-c3ccc(F)cc3)n2)cc1OC,10,-2,-3,-3,-33,26,30,15,2
Cc1ccc(Cl)cc1N1CCN(Cc2nnnn2Cc2ccco2)CC1,10,-9,0,2,-2,14,2,-22,3
CN1CCN(c2ncnc3c2sc2nc(N4CCOCC4)c4c(c23)CCC4)CC1,-3,-8,2,-4,0,-8,-2,-10,26
COc1ccc(-c2nnc(SCC(=O)OC3CCCCC3)o2)cc1OC,-4,6,17,3,-9,-20,11,-22,-4
COc1cccc(-c2cc(C(F)(F)F)n3ncc(C(=O)NCC4CCCO4)c3n2)c1 (stereo unspecified),4,5,-5,20,-1,-70,2,-24,21
Cc1ccc(/C=N/NC(=O)CC2N=C(Cc3ccccc3)NNC2=O)cc1 (stereo unspecified),7,12,7,-5,-6,-2,10,-5,1
Cc1cc(C)n(-c2ncnc3sc4c(c23)CCCC4)n1,3,13,3,5,15,-11,-16,-18,-17
CCN(CC)c1nc2n(c(=S)n1)CCS2,9,-4,-3,-2,-5,-19,6,-12,4
CN(C)c1ccc(/C=[N+](\[O-])C(C)(C)/C=N/O)cc1,5,-5,6,-10,0,24,1,11,-13
O=c1c2c3c(sc2ncn1/N=C/c1ccc(Br)o1)CCCC3,10,22[fluorescence artefact?],35,-3,.,-9,.,-24,0
CCN(CC)S(=O)(=O)c1ccc(S(=O)(=O)Nc2cc3c(cc2C(C)=O)OCO3)cc1,-3,9,0,-12,-10,.,9,3,-13
CCOC(=O)c1c(-c2cccs2)csc1NC(=O)CCCC(=O)O,.,.,-5,.,0,-20,1,-12,-8
N#CCCN1CCN(Cc2cc(-c3ccccc3)ccc2O)CC1,3,9,-34,-9,6,-11,-6,-1,10
N/C(=N\S(=O)(=O)c1ccc(Cl)s1)c1ccccc1,10,15,32,4,0,21,-1,-18,7
CC1CN(Cc2nc3c(c(=O)n(C)c(=O)n3C)n2CCN2CCOCC2)CC(C)O1 (stereo unspecified),6,-9,4,2[fluorescence artefact?],-18,-2,16,-15,-4
CCC(Sc1nc(=O)cc(N)n1CCc1ccccc1)C(=O)Nc1ccccc1C#N (stereo unspecified),5,12[fluorescence artefact?],-4,2,14,-33,-15,-29,8
Cc1cc(=O)n(C)c(=O)n1CCCCCOc1cccc([N+](=O)[O-])c1,.,.,14,.,-4,34,7,-11,6
CCOc1ccc(NC(=O)NCC2CCN(c3ccc(OC)cc3)C2)cc1 (stereo unspecified),-2,5,-5,-6[fluorescence artefact?],88*,1,-88,-17,-4
CCOC(=O)C1=C(CSc2n[nH]c(N)n2)NC(=O)NC1C (stereo unspecified),5,-9,-29,3[fluorescence artefact?],5,-3,-5,-28,-4
CN(C)C(=O)Cn1nc(-c2ccccc2)c2ccccc2c1=O,3,5,-63,-22,11,-45,-7,-4,3

# For reference, some entries already given:
SMILES,Candida biofilm,Smad3 inh,F-actin modifier,ERb coact inh,sEH inh,HUVEC tox IL1B,sEH act,TNFa cytotox,VCAM1 TNFa inh
CCOC(=O)N1CCN(C(=O)c2ccc3c(=O)n(CCOC)c(=O)[nH]c3c2)CC1,.,.,18,.,.,20,.,11,1
Cc1ccc(-c2cc(C(=O)Nc3cc(C)on3)c3ccccc3n2)c(C)c1,11,-13,-7,7,8,-27,-8,-20,18
CC(C)CCNc1nc2c(c(=O)n(Cc3cccc(F)c3)c(=O)n2C)n1C,2,2,14,-12,1,-42,1,-30,-30

# The results go on:
SMILES,Candida biofilm,Smad3 inh,F-actin modifier,ERb coact inh,sEH inh,HUVEC tox IL1B,sEH act,TNFa cytotox,VCAM1 TNFa inh
Cc1cc(NC(c2cccnc2)c2ccc3cccnc3c2O)no1 (stereo unspecified),6,10,-5,7,0,6,1,-12,-4
N#CC1=C(N)N2C(=C(C#N)C1c1ccccc1)Sc1ccccc12 (stereo unspecified),3,-2[fluorescence artefact?],9,4[fluorescence artefact?],.,8,.,65,-3
Fc1cccc(F)c1CN1CCN(c2ncccn2)CC1,7,3,-23,8,-4,-3,7,18,-13
Cc1ccc(Nc2nc(C(=O)NCc3ccco3)cs2)cc1,10,0,-12,0,7,-19,-5,-24,-12
CCC(=O)N1CCN(c2ccccc2NC(=O)COc2ccccc2Cl)CC1,4,-7,8,-4,-6,-15,5,-11,26
COc1cccc(-c2nc(CS(=O)(=O)CC(=O)NC3CCCc4ccccc43)c(C)o2)c1 (stereo unspecified),6,3,6,5,15,-14,-15,-12,2
COC(=O)c1nn(C23CC4CC(CC(C4)C2)C3)c2c1C(=O)N(c1ccc(F)cc1)C2=O,.,.,-9,.,9,-15,-7,10,-5
C=CCN(c1ccc(C(=O)N2CCCC2)cc1)S(C)(=O)=O,4,-7,0,21[fluorescence artefact?],-20,16,24,-6,2
Cc1ccc(CCNC(=O)Cn2cccc2)cc1,2,3,-7,-11[fluorescence artefact?],0,88*,2,-8,5
O=C(NCCOC(=O)c1cccs1)c1cccnc1,-7,-11,-3,19,-13,-17,14,-15,-24
C=CCn1c(SCc2ccc3c(c2)OCO3)nc2scc(-c3ccco3)c2c1=O,5,8,10,-3,-9,-3,13,-26,9
c1ccc2c(c1)CCOC2CNCCCN1CCCCC1 (stereo unspecified),3,-8,18,-12,-18,-31,17,-14,9
CCOC(=O)N1CCC(NC(=O)c2ccc3c(c2)N(Cc2ccc(F)cc2)CCS3)CC1,7,-3,0,19,24,-44,-23,-8,-11
O=C(Nc1ccc2c(c1)oc1ccccc12)c1ccc2c(c1)OCO2,5,-2,5,0[fluorescence artefact?],7,-52,-4,-7,-18
CCCOc1ccc(C2/C(=C(/O)c3ccccc3)C(=O)C(=O)N2CCCN(C)C)cc1OC (stereo unspecified),3,-2,22,-3,-8,6,7,-20,-2
O=C(CCCOc1ccccc1)N1CCN(S(=O)(=O)c2cccs2)CC1,10,14,-7,4,-2,18,1,4,-7
Cc1c(Cl)cccc1NC(=O)CC(C(=O)O)C1CCCO1 (stereo unspecified),5,-5,-6,-6,-8,-121,8,-27,13
CCCN1CC23C=CC(O2)C(C(=O)O)C3C1=O (stereo unspecified),9,-2,-6,-1,-6,-72,6,-19,13
O=C(Nc1cnn(C23CC4CC(CC(C4)C2)C3)c1)c1cc(-c2ccccc2)on1,-3,4,6,-3,-10,-38,9,-32,-3
Cc1nn(-c2ccccc2)c(Cl)c1C(=O)NCC(=O)O,-1,-17,-5,-2,1,7,1,10,-9
CC(C)c1ccccc1NC(=O)c1cccnc1,6,-3,-6,-23,-5,8,6,-15,-9
Cc1ccc(C(=O)Nc2ncc3c(Cl)cccc3n2)cc1,.,.,-37,.,3,-2,-3,12,-4
CCCn1c(N2CCC(Cc3ccccc3)CC2)nc2c1c(=O)[nH]c(=O)n2C,9,-2,17,-10,-4,19,6,.,.
O=C(CCn1c(=O)c2sccc2n(CC(=O)OCc2ccccc2)c1=O)NCc1ccco1,6,-4,7,5,7,-6,-9,-14,17

# High-throughput results: PubChem BioAssay, several laboratories

# These rows are one share of the data. The share of hits here may be higher or lower than overall.
